High-throughput results deposited in PubChem BioAssay by Sanford-Burnham Center for Chemical Genomics.
UBC13 polyUb = inhibitors of human UBC13 polyubiquitin chain formation; TR-FRET; inhibition, % at 20 µM; hit rate 0.47% among 330,000; AID 485273; in the data active = inhibition above about 45%, passing the limit was not always enough
Target sequence (P61088 whole entry, looked up): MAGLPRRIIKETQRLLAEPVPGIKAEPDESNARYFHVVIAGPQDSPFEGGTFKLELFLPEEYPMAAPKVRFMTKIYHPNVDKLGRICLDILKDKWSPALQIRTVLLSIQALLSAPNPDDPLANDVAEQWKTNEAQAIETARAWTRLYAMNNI
SENP7 block = SENP7 protease inhibition | Q9BQF6 | recombinant SENP7, Z-RLRGG-aminoluciferin luminescence, 40 min | inhibition, % at 5 µM | hit rate 1.5% among 330,000;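 active = inhibition above about 50% at the single test dose, limit read from the data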;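 note: plate controls were DMSO with enzyme for no effect and no enzyme buffer wells for full effect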
SENP8 block-1 = SENP8 (human) protease inhibition; Q96LD8; recombinant SENP8, Nedd8 substrate fluorescence; inhibition, % at 20 µM; hit rate 0.64% among 360,000; AID 602440; in the data active = inhibition mostly above about 40%, no sharp cut-off; inactive = mostly below about 27%
Target sequence (Q96LD8 whole entry, looked up): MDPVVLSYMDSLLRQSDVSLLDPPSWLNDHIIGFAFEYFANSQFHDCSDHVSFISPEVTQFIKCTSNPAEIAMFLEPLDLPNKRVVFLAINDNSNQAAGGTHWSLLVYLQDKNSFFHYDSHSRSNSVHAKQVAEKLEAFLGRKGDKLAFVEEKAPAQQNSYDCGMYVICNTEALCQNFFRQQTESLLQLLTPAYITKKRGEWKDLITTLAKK
SENP8 block-2 = inhibitors of human SENP8 protease; purified SENP8, Z-RLRGG-aminoluciferin cleavage, luminescence; inhibition, % at 10 µM; AID 2540; hit rate 1.2% among 330,000; in the data active = inhibition above about 50%
SENP6 inh = SENP6 protease inhibition; Q9GZR1; Recombinant SENP6 catalytic domain, aminoluciferin luminescence; inhibition, % at 10 µM; hit rate 1.8% among 330,000; AID 2599;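 active = inhibition above about 50% at the single tested dose, limit read from the data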;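 note: plate controls were DMSO wells with enzyme for no effect and DMSO wells lacking enzyme for full effect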
Apaf1 inhib = inhibitors of human Apaf-1 apoptosome; O14727; reconstituted apoptosome caspase-3 activity, DEVD-Rh110 fluorescence; inhibition, % at 20 µM; hit rate 0.71% among 330,000; AID 489030; active = inhibition of at least 40% at 20 µM;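 note: plate controls were DMSO wells for no effect and DEVD-CHO caspase inhibitor wells for full effect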
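Assay system – apoptosome proteins · Medium – Hepes buffer, pH 7.5 · Also added – cytochrome c with DEVD-Rh110 · Timing – 30 min compound preincubation, 50 min activation, room temperature · Detection – Rh110 fluorescence, excitation 480 nm, emission 540 nm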
APOBEC3G inh = inhibitors of human APOBEC3G DNA deaminase. recombinant A3G, ssDNA deamination FAM/TAMRA fluorescence. inhibition, % at 20 µM. hit rate 0.28% among 330,000;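 active = inhibition of at least 40% at 20 µM, with no more than 30% in the related APOBEC3A deaminase screen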;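 note: plate controls were DMSO wells with A3G for no effect and wells lacking A3G enzyme for full effect; some compounds called inactive have numbers as strong as hits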
Target sequence (Q9HC16 whole entry, looked up): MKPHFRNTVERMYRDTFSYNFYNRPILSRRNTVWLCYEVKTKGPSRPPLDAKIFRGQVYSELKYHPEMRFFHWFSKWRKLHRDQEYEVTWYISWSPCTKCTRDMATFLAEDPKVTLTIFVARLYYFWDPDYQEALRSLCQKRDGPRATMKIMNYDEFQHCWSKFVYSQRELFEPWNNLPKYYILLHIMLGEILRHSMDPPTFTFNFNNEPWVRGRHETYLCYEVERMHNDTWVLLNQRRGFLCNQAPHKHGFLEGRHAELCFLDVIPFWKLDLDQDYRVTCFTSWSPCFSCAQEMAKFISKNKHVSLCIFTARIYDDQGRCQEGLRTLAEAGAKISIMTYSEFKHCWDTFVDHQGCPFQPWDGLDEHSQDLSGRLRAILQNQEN
SENP1 inh = SENP1 (human) catalytic domain inhibition. Q9P0U3. recombinant SENP1 catalytic domain, CyPet-SUMO1-YPet FRET cleavage. inhibition, % at 10 µM. hit rate 0.21% among 360,000;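 active = inhibition at least 30% at 10 µM, raw YFP signal under a set limit, fluorescence ratio 0.5 to 1.5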;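 note: 0% = enzyme with DMSO and 100% = no enzyme wells; some results filed as inactive read as strong as hits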
Target sequence (Q9P0U3 419-644 limits assumed): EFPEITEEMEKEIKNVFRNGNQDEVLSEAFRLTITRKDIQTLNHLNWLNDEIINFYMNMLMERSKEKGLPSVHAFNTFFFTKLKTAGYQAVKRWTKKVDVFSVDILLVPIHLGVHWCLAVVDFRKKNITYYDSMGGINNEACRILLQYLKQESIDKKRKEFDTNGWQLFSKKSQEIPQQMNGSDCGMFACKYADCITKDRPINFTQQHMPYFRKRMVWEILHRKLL
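Material – human SENP1 catalytic domain · Input – SENP1 enzyme, 20 pM final · Compound dosing – single concentration of 10 µM compound, 0.5% DMSO final · Timing – enzyme reaction for 50 min at room temperature, dark · Measured by – FRET fluorescence in CFP and YFP emission channels · Control set – no-enzyme wells low, DMSO-plus-enzyme wells high control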
* marks the source's active call; other numbers are inactive results.

For CC1c2ccccc2N(NC(=O)Cc2ccccc2)C1C (stereo unspecified) the results were UBC13 polyUb 3, SENP7 block -1, SENP8 block-1 10, SENP8 block-2 4, SENP6 inh -12, Apaf1 inhib -16, APOBEC3G inh -10 and SENP1 inh 0.
Screening CCOC(=O)c1cnc(-n2nc(C)cc2C)nc1NCCc1ccccc1 returned UBC13 polyUb 3, SENP7 block -4, SENP8 block-1 -49, SENP8 block-2 -14, SENP6 inh -5, Apaf1 inhib 28, APOBEC3G inh -8 and SENP1 inh 1.
O=C(Nc1ccccc1C(=O)NCc1ccccc1)C1=CSCCO1 was read as UBC13 polyUb -8, SENP7 block 2, SENP8 block-1 -51, SENP8 block-2 4, SENP6 inh -6, Apaf1 inhib -12, APOBEC3G inh -6 and SENP1 inh -1.
Screening COc1ccccc1CCNC(=O)C1CCN(c2nnc(C)c3c(C)n(-c4ccc(C)cc4)nc23)CC1 returned UBC13 polyUb 24, SENP7 block 0, SENP8 block-1 -400, SENP8 block-2 -13, SENP6 inh -11, Apaf1 inhib 24, APOBEC3G inh -6 and SENP1 inh -7.
`Cc1ccc(Cl)cc1NC(=O)C(Cc1ccccc1)N1C(=O)C2C3CCC(C3)C2C1=O` (stereo unspecified) gave UBC13 polyUb 2, SENP7 block 2, SENP8 block-1 21, SENP8 block-2 -4, SENP6 inh 2, Apaf1 inhib 0, APOBEC3G inh -1 and SENP1 inh 2.
Screening Cc1ccc(CS(=O)(=O)CCC(=O)NCCCN2CCCC2)cc1 returned UBC13 polyUb -2, SENP7 block -8, SENP8 block-1 -9, SENP8 block-2 -7, SENP6 inh -30, Apaf1 inhib 1, APOBEC3G inh -2 and SENP1 inh 2.
Screening COC(=O)c1nn(-c2ccc3c(c2)CCN3C(C)=O)cc1O returned UBC13 polyUb 15, SENP7 block 85*, SENP8 block-1 -293, SENP8 block-2 75*, SENP6 inh 91*, Apaf1 inhib -11, APOBEC3G inh -4 and SENP1 inh 1.
Screening Cn1c(=O)c2c(nc(NCCNC(=O)c3ccco3)n2Cc2ccccc2)n(C)c1=O returned UBC13 polyUb 8, SENP7 block 0, SENP8 block-1 10, SENP8 block-2 7, SENP6 inh 2, Apaf1 inhib -3, APOBEC3G inh -3 and SENP1 inh 1.
`NS(=O)(=O)c1ccc(CNc2ncnc3sccc23)cc1` gave UBC13 polyUb 5, SENP7 block -7, SENP8 block-1 -105, SENP8 block-2 0, SENP6 inh 0, Apaf1 inhib -8, APOBEC3G inh -1 and SENP1 inh -61.
`COc1cccc(-c2nc(-c3ccc(NC(=O)c4cccs4)cc3)no2)c1` gave UBC13 polyUb 14, SENP7 block 6, SENP8 block-1 11, SENP8 block-2 4, SENP6 inh 11, Apaf1 inhib -10, APOBEC3G inh -1 and SENP1 inh 1.
Screening S=c1[nH]nc(-c2cc(-c3ccsc3)n[nH]2)n1-c1cccc2ccccc12 returned UBC13 polyUb 3, SENP7 block 3, SENP8 block-1 7, SENP8 block-2 2, SENP6 inh 5, Apaf1 inhib 6, APOBEC3G inh -9 and SENP1 inh -4.
For CCN(c1ccccc1)S(=O)(=O)c1ccc(C(=O)Nc2nnc(C3CC3)o2)cc1 the results were UBC13 polyUb -17, SENP7 block 1, SENP8 block-1 8, SENP8 block-2 -5, SENP6 inh -2, Apaf1 inhib -3, APOBEC3G inh -2 and SENP1 inh 2.
For CCN(CC)C(=O)C1CCCN(Cc2ccc(F)c(F)c2)C1 (stereo unspecified) the results were UBC13 polyUb -3, SENP7 block 5, SENP8 block-1 9, SENP8 block-2 6, SENP6 inh 3, Apaf1 inhib -1, APOBEC3G inh -1 and SENP1 inh 0.
Screening CC(C)(C)NC(=O)CSc1nc(-c2ccc(F)cc2)cs1 returned UBC13 polyUb 7, SENP7 block 1, SENP8 block-1 3, SENP8 block-2 0, SENP6 inh 2, Apaf1 inhib -7, APOBEC3G inh -3 and SENP1 inh 4.
For CN(C)c1ccc(/C=C/c2c([N+](=O)[O-])c(=O)n(C)c(=O)n2C)cc1 the results were UBC13 polyUb -72, SENP7 block -5, SENP8 block-1 -126, SENP8 block-2 5, SENP6 inh -20, Apaf1 inhib -2, APOBEC3G inh -5 and SENP1 inh 0.
For O=C(CCn1nnc2ccccc21)NNC(=O)C1CCCCC1 the results were UBC13 polyUb 2, SENP7 block 7, SENP8 block-1 6, SENP8 block-2 2, SENP6 inh 5, Apaf1 inhib -5, APOBEC3G inh -5 and SENP1 inh 1.
`CC(=O)N1CCN(C(=O)c2cc3ccccc3o2)CC1` gave UBC13 polyUb -4, SENP7 block 0, SENP8 block-1 4, SENP8 block-2 -9, SENP6 inh -6, Apaf1 inhib 3, APOBEC3G inh -10 and SENP1 inh 1.
For COc1cc(NC(=O)CCCNC(=O)Cn2cnc3sc4c(c3c2=O)CCCC4)cc(OC)c1OC the results were UBC13 polyUb -6, SENP7 block -5, SENP8 block-1 10, SENP8 block-2 -7, SENP6 inh -8, Apaf1 inhib -8, APOBEC3G inh -6 and SENP1 inh 0.
`Cn1c(Cl)c(C(=O)Nc2ccccc2)c2ccccc21` gave UBC13 polyUb 8, SENP7 block 6, SENP8 block-1 28, SENP8 block-2 -3, SENP6 inh -5, Apaf1 inhib 1, APOBEC3G inh -6 and SENP1 inh 0.
`CC(C)(C)c1ccc(C(=O)N2CCC(C(=O)NCC3CCCO3)CC2)cc1` (stereo unspecified) gave UBC13 polyUb -5, SENP7 block -3, SENP8 block-1 10, SENP8 block-2 1, SENP6 inh -8, Apaf1 inhib -8, APOBEC3G inh -11 and SENP1 inh -13.
`CCc1c2ccccc2nn1-c1ccccc1C(=O)C(C)=O` gave UBC13 polyUb -3, SENP7 block 3, SENP8 block-1 7, SENP8 block-2 9, SENP6 inh -5, Apaf1 inhib -6, APOBEC3G inh 3 and SENP1 inh 0.
Screening CC(C)(C)c1cc(C(=O)Nc2cccc3ccccc23)ccn1 returned UBC13 polyUb 8, SENP7 block 6, SENP8 block-1 9, SENP8 block-2 0, SENP6 inh 3, Apaf1 inhib 8, APOBEC3G inh -5 and SENP1 inh 2.
CCOC(=O)C1=NN(c2ccccc2)C(=O)C1 was read as UBC13 polyUb -6, SENP7 block -5, SENP8 block-1 13, SENP8 block-2 -7, SENP6 inh -28, Apaf1 inhib -4, APOBEC3G inh -2 and SENP1 inh 2.
Screening CCN(C(=O)c1coc(=O)c2ccccc12)c1cc(OC)ccc1OC returned UBC13 polyUb -2, SENP7 block 2, SENP8 block-1 8, SENP8 block-2 5, SENP6 inh -12, Apaf1 inhib -1, APOBEC3G inh 0 and SENP1 inh 4.
For O=C(CC1C(=O)NCCN1Cc1cccc(F)c1F)NC1CCCCCC1 (stereo unspecified) the results were UBC13 polyUb -9, SENP7 block -4, SENP8 block-1 -11, SENP8 block-2 7, SENP6 inh 15, Apaf1 inhib 6, APOBEC3G inh -6 and SENP1 inh -9.
Screening Cc1cc(C)c(/C=N/n2c(C)cc(C)c(C#N)c2=O)c(C)c1 returned UBC13 polyUb -1, SENP7 block 1, SENP8 block-1 9, SENP8 block-2 -3, SENP6 inh -9, Apaf1 inhib 15, APOBEC3G inh -3 and SENP1 inh 1.
CSc1ccc(CN(C)C(=O)c2cccc(S(=O)(=O)N3CCN(Cc4ccccc4)CC3)c2)cc1 was read as UBC13 polyUb 2, SENP7 block 2, SENP8 block-1 10, SENP8 block-2 13, SENP6 inh -3, Apaf1 inhib 19, APOBEC3G inh 0 and SENP1 inh 0.
CCCC(C)(C)NC(=O)CCCCC(=O)NC(C)(C)CCC was read as UBC13 polyUb -2, SENP7 block 5, SENP8 block-1 13, SENP8 block-2 11, SENP6 inh 2, Apaf1 inhib 4, APOBEC3G inh -4 and SENP1 inh -1.
CCOc1ccccc1OCCCNCc1ccco1 was read as UBC13 polyUb -4, SENP7 block -13, SENP8 block-1 7, SENP8 block-2 -5, SENP6 inh -12, Apaf1 inhib -3, APOBEC3G inh -5 and SENP1 inh 2.
`O=C(c1sc2cccc(Cl)c2c1Cl)N1CCN(CCc2ccccn2)CC1` gave UBC13 polyUb 4, SENP7 block 0, SENP8 block-1 14, SENP8 block-2 5, SENP6 inh 6, Apaf1 inhib 7, APOBEC3G inh -2 and SENP1 inh -1.
For CC(=O)Nc1cccc(N/C(N)=N/c2nc(C)cc(C)n2)c1 the results were UBC13 polyUb 3, SENP7 block 9, SENP8 block-1 12, SENP8 block-2 -3, SENP6 inh -3, Apaf1 inhib -15, APOBEC3G inh -3 and SENP1 inh 0.
CCOC(=O)Cn1c(=O)c(-c2ccccc2NC)nc2ccccc21 was read as UBC13 polyUb -22, SENP7 block 0, SENP8 block-1 22, SENP8 block-2 1, SENP6 inh 7, Apaf1 inhib -1, APOBEC3G inh -3 and SENP1 inh 1.
N#CCCn1c(Cl)nc2ccccc21 was read as UBC13 polyUb 1, SENP7 block 3, SENP8 block-1 18, SENP8 block-2 -3, SENP6 inh -11, Apaf1 inhib -4, APOBEC3G inh 3 and SENP1 inh -1.
For COc1ccc(Nc2ncnc3ccc(C)cc23)cc1 the results were UBC13 polyUb -17, SENP7 block -2, SENP8 block-1 -5, SENP8 block-2 -5, SENP6 inh -4, Apaf1 inhib 16, APOBEC3G inh 1 and SENP1 inh 1.
For COc1ccc(-c2nnn(CC(=O)N(Cc3ccco3)C(C(=O)NCC3CCCO3)c3ccco3)n2)cc1 (stereo unspecified) the results were UBC13 polyUb -5, SENP7 block 4, SENP8 block-1 -4, SENP8 block-2 -3, SENP6 inh 6, Apaf1 inhib -3, APOBEC3G inh -2 and SENP1 inh -9.
For C=C1CCN(C(Cc2ccccc2)C(=O)OC)S(=O)(=O)c2ccc(F)cc21 (stereo unspecified) the results were UBC13 polyUb 4, SENP7 block 4, SENP8 block-1 16, SENP8 block-2 0, SENP6 inh 13, Apaf1 inhib 11, APOBEC3G inh -7 and SENP1 inh 2.
Screening O=C(CCSc1ccc(Cl)cc1)Nc1cccnc1 returned UBC13 polyUb 2, SENP7 block 7, SENP8 block-1 2, SENP8 block-2 6, SENP6 inh 11, Apaf1 inhib -9, APOBEC3G inh -6 and SENP1 inh 1.
For O=C(Nc1ccc(S(=O)(=O)NC2=NCCCCC2)cc1)c1cccs1 the results were UBC13 polyUb -5, SENP7 block -9, SENP8 block-1 4, SENP8 block-2 -10, SENP6 inh -8, Apaf1 inhib -11, APOBEC3G inh -3 and SENP1 inh 0.
O=C(NCCN1C(=O)S/C(=C\c2ccccc2F)C1=O)C1=COCCO1 was read as UBC13 polyUb -10, SENP7 block -3, SENP8 block-1 24, SENP8 block-2 -7, SENP6 inh -2, Apaf1 inhib 0, APOBEC3G inh -7 and SENP1 inh -1.
Screening CCCNc1ncnc2nc[nH]c12 returned UBC13 polyUb 5, SENP7 block 0, SENP8 block-1 11, SENP8 block-2 5, SENP6 inh 17, Apaf1 inhib -3, APOBEC3G inh 0 and SENP1 inh 1.
Screening O=C(CC1C(=O)NCCN1Cc1ccc(-c2ccccc2)cc1)NC1CCC1 (stereo unspecified) returned UBC13 polyUb -19, SENP7 block -7, SENP8 block-1 -53, SENP8 block-2 -2, SENP6 inh 0, Apaf1 inhib 8, APOBEC3G inh -6 and SENP1 inh -14.

Molecules above with an aryl thioether with sulfur outside any ring:
Screening CC(C)(C)NC(=O)CSc1nc(-c2ccc(F)cc2)cs1 returned UBC13 polyUb 7, SENP7 block 1, SENP8 block-1 3, SENP8 block-2 0, SENP6 inh 2, Apaf1 inhib -7, APOBEC3G inh -3 and SENP1 inh 4.
CSc1ccc(CN(C)C(=O)c2cccc(S(=O)(=O)N3CCN(Cc4ccccc4)CC3)c2)cc1 was read as UBC13 polyUb 2, SENP7 block 2, SENP8 block-1 10, SENP8 block-2 13, SENP6 inh -3, Apaf1 inhib 19, APOBEC3G inh 0 and SENP1 inh 0.
Screening O=C(CCSc1ccc(Cl)cc1)Nc1cccnc1 returned UBC13 polyUb 2, SENP7 block 7, SENP8 block-1 2, SENP8 block-2 6, SENP6 inh 11, Apaf1 inhib -9, APOBEC3G inh -6 and SENP1 inh 1.
